# Bioassay records as filed in PubChem BioAssay.
# hiPSC survival: enhancers of human iPSC single-cell survival; 0.044% of 360,000 active; hiPSC single-cell survival, ATPlite luminescence; 100% = ROCK inhibitor wells, 0% = DMSO; survival enhancement, % at 20 µM; in the data active = survival enhancement above about 18%;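 note: cells exposed to compounds for 16 hours before the ATP read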
# MITF TRPM1 inh: MITF TRPM1 promoter inhibition in SK-MEL-5 cells; 0.83% of 330,000 active; SK-MEL-5 TRPM1 promoter luciferase, 24 h; AID 488899; inhibition, % at 12.5 µM;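 active = mean inhibition across replicates of 60% or more, whatever share of single replicates reaches that level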; note: values of inactives mirror those of a sister screen read the other way
# CF NFkB block: blocks PAF-induced NF-kB reporter in cystic fibrosis cells | KKLEB NF-kB-GFP reporter, GFP fluorescence overnight | inhibition, % at 5 µM | 0.86% of 360,000 active | AID 588850;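 active = at least 50% inhibition at 5 µM, scaled per plate between neutral and stimulator controls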;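 note: PAF is a Pseudomonas aeruginosa culture filtrate used as stimulus; plate controls were PAF-stimulated DMSO wells for no effect and unstimulated DMSO wells for full effect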
# Shn3 inh set2: inhibitors of Schnurri-3 3'UTR reporter in osteoblasts; AID 588674; inhibition, % at 12.5 µM; Clone20 osteoblast Shn3 3'UTR firefly luciferase, 24 h; 0.52% of 360,000 active;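 active = mean inhibition of at least 75% with every replicate also reaching 75%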;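 note: 0% = median of neutral control wells and 100% = pilot-screen positive control compound; some compounds past the cut are filed as inactive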
# NR2E3 ag-1: activates human photoreceptor nuclear receptor NR2E3; inhibition of corepressor binding, % at 4.78 µM; GST-NR2E3/biotin-RetCOR TR-FRET, 1536-well; AID 2300; 0.12% of 320,000 active;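 active = percent inhibition above the cutoff of mean plus 3 SD of all tested compounds, set per screening campaign, cut at about 20% in these data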;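 note: 0% = DMSO wells and 100% = biotin wells as full block of FRET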
# Target sequence (Q9Y5X4 whole entry, looked up): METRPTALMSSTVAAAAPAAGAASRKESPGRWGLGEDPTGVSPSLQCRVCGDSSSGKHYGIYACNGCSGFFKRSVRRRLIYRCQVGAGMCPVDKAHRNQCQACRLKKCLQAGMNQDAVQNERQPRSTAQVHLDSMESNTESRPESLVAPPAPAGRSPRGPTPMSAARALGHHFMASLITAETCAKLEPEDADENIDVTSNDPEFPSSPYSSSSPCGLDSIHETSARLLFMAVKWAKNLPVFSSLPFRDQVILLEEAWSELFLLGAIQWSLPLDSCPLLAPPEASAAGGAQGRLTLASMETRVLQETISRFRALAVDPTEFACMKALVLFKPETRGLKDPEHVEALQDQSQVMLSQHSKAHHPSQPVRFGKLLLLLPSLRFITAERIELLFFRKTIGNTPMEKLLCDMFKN
#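 Assay system: NR2E3–RetCOR corepressor complex. Quantity: 1.35 nM GST-NR2E3. Buffer or medium: pH 7.5 Tris-based buffer. Reagent: biotinylated RetCOR corepressor at 7 nM final. Schedule: 5 h at 4 °C. Detection: TR-FRET, emission read at 617 and 671 nm. Replicates: one well per compound, singlicate testing.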
# TWEAK Fn14 block: blocks TWEAK-Fn14 interaction in a reporter cell assay. TWEAK-stimulated Fn14 reporter cells, luciferase luminescence, 8 h. inhibition, % at 10 µM. 2% of 360,000 active; in the data active = inhibition above about 50%
# NR2E3 ag-2: activates human NR2E3 receptor | Q9Y5X4 | CHO-S Gal4-NCOR/VP16-NR2E3 two-hybrid, luciferase | inhibition of corepressor binding, % at 3.98 µM | 0.35% of 360,000 active | AID 602229;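 active = inhibition above the mean of all tested compounds plus 3 SD, cut at about 70% in these data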;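 note: 0% = DMSO with NR2E3 transfected cells and 100% = cells lacking NR2E3 construct; higher means lower luciferase signal from less NR2E3 corepressor binding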
# HIF-2a inh: HIF-2a inhibition. 0.72% of 360,000 active. inhibition, % at 18.8 µM. AID 624352. 786-0 RCC cells HIF-2a reporter, luciferase luminescence, overnight;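 active = inhibition of the luminescence signal of 40% or more relative to plate controls, in a single-dose primary screen at 18.75 µM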
# Peg3 prom inh: reduces Peg3 promoter-driven luciferase expression in HeLa | HeLa PEG-Prom luciferase reporter, luminescence, overnight | inhibition, % at 20 µM | 1.7% of 360,000 active | AID 588405;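 active = inhibition of at least 50% at 20 µM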
# KKLEB tox: counter-screen for CF NF-kB inhibitors: cytotoxicity. KKLEB CF airway cells viability, ATPlite luminescence, overnight; stronger effect = lower value; cells stimulated with P. aeruginosa culture filtrate. activity change (cytotoxicity), % at 5 µM. 0.36% of 360,000 active. AID 602141;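 active = corrected activity change at or below -50% at 5 µM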
# aDG glyco up: increases alpha dystroglycan glycosylation; Pro5-aDG cells, alpha-DG glycosylation AlphaScreen (IIH6); 0% Pro5, 100% B10-LARGE cell signal; activation, % at 10 µM; 0.22% of 360,000 active;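 active = activation of at least 8% versus controls, or a plate z-score of at least 8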;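 note: Pro5 are CHO cells carrying HIG-tagged alpha-DG that lacks glycosylation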
# The depositor's hits bear a star; . = not tested or not shown.
SMILES,hiPSC survival,MITF TRPM1 inh,CF NFkB block,Shn3 inh set2,NR2E3 ag-1,TWEAK Fn14 block,NR2E3 ag-2,HIF-2a inh,Peg3 prom inh,KKLEB tox,aDG glyco up
C[C@@H]1CN([C@H](C)CO)C(=O)c2cc(NS(=O)(=O)c3cccs3)ccc2O[C@H]1CN(C)Cc1ccccc1,4.0,8,-14,5,.,-6,-2,3,-43,-5,-0.1
Cc1cc(C(=O)O)cc(Br)c1N,-2.4,-1,21,-8,2,-7,-24,13,0,-5,0.1
CCNc1nc(NCC)nc(NC(N)=S)n1,0.3,5,13,-56,1,-25,-5,8,6,-2,-0.2
Cc1ccc(NS(=O)(=O)c2c(C)[nH]c(=O)[nH]c2=O)c(Br)c1,0.3,6,-11,-11,-1,-4,-5,5,-3,2,-0.1
CCC/C(=N\NC(=O)CCC(=O)NCc1ccccc1)c1ccccc1,-2.5,12,8,2,2,-2,-9,13,12,-4,0.0
COc1nc2c(s1)C(=O)NCCC2,3.8,4,5,-3,0,5,-9,12,2,5,0.4
O=C(COc1ccccc1)NC1CCCCC1,-0.9,-16,4,2,0,0,-7,-13,-23,-4,0.1
COc1ccc(C2NN=C(c3ccc(C)cc3)S2)cc1 (centres undefined),-0.5,-66,-19,-106,1,26,-129,-289,-299,-15,0.1
Cc1c(NC(=O)COc2ncnc3ccccc23)c(=O)n(-c2ccccc2)n1C,2.6,-14,8,-14,1,6,-19,13,5,-5,-0.1
Cn1c(=O)c2c(nc(CN3CCOCC3)n2CC(=O)c2ccccc2)n(C)c1=O,-3.3,9,-2,-2,1,-13,-39,17,6,-2,0.2
COc1cccc(/C=C/C(=O)NCc2ccc3c(c2)OCO3)c1,0.0,.,-9,2,5,-24,-15,-99,-59,6,-0.1
COc1ccc(NC(=O)C2CCCC2)cn1,1.4,3,-12,11,4,-7,0,0,6,5,-0.2
CCOC(=O)CCC(=O)NNC(=O)c1ccc(NC(=O)c2ccccc2)cc1,0.2,11,5,5,-1,10,-8,11,3,13,0.1
CC(=O)NC(CCS(C)(=O)=O)C(=O)Nc1ccc2c(c1)OCCO2 (centres undefined),-0.3,-13,12,12,0,23,0,-7,8,-6,0.1
COc1ccc(/C=C(\NC(=O)c2ccccc2Cl)C(=O)NCCCC(=O)O)cc1,0.4,-6,-7,11,.,-22,0,8,5,13,0.1

# Brought forward from above: four entries; new compounds follow.
SMILES,hiPSC survival,MITF TRPM1 inh,CF NFkB block,Shn3 inh set2,NR2E3 ag-1,TWEAK Fn14 block,NR2E3 ag-2,HIF-2a inh,Peg3 prom inh,KKLEB tox,aDG glyco up
COc1ccc(NC(=O)C2CCCC2)cn1,1.4,3,-12,11,4,-7,0,0,6,5,-0.2
CCOC(=O)CCC(=O)NNC(=O)c1ccc(NC(=O)c2ccccc2)cc1,0.2,11,5,5,-1,10,-8,11,3,13,0.1
CC(=O)NC(CCS(C)(=O)=O)C(=O)Nc1ccc2c(c1)OCCO2 (centres undefined),-0.3,-13,12,12,0,23,0,-7,8,-6,0.1
COc1ccc(/C=C(\NC(=O)c2ccccc2Cl)C(=O)NCCCC(=O)O)cc1,0.4,-6,-7,11,.,-22,0,8,5,13,0.1
COC1=CC(=O)C[C@@H](C)[C@]12Oc1c(Cl)c(OC)cc(OC)c1C2=O,-0.2,7,9,22,0,12,2,15,24,-12,-0.1
Nc1c(Cl)cnn(-c2ccccc2)c1=O,0.6,.,0,4,2,14,-23,-4,7,4,0.1
O=C(CNC(=O)c1ccc(S(=O)(=O)N2CCCC2)cc1)N/N=C/c1c(Cl)cccc1Cl,-1.2,-2,-2,3,3,-57,14,26,27,-14,0.2
CCOc1ccc(-c2nc(CN3CCCCC3CCn3cccn3)c(C)o2)cc1 (centres undefined),-0.5,-2,-7,-16,4,-1,-31,-52,-36,-7,1.2
C/C(=N\NC(=O)c1ccncc1)c1cccs1,-0.4,-12,4,-14,3,-3,-2,-79,-52,-2,-0.3
COc1ccc(CCC(=O)Nc2ccc(Cn3ccnc3)cc2)cc1,0.2,6,5,-12,3,-4,1,17,8,17,0.0
O=C(CNC(=O)c1ccccc1)OCC(=O)c1c[nH]c2ccccc12,0.4,21,9,-10,.,3,-8,17,1,-5,0.0
Cc1ccc(N2C(=O)N(CC(=O)c3cc(C)ccc3C)C(=O)C2C)cc1 (centres undefined),4.5,11,9,7,-6,-1,2,1,0,0,0.8
O=C(O)CCc1ccc(-c2ccc(Cl)cc2)n1Cc1ccco1,1.0,1,-1,-8,2,2,-8,5,14,2,0.0
Cc1ccccc1N=C/C=C1\N(C)c2ccccc2C1(C)C,-1.4,20,-1,50,2,-6,-5,-9,-7,0,0.4
COc1ccc(OC)c(NC(=O)Cn2cc(C(=O)c3ccco3)c3ccccc32)c1,-3.1,-1,9,-28,0,35,-25,-3,17,-13,0.3
C=CCNC(=O)c1c2c(nc3ccccc13)-c1ccccc1CC2,1.0,2,-20,3,0,15,3,-2,9,6,0.2
Cc1ccc2nc3c(cc(C(=O)NC4CCCC4)c(=N)n3C3CCCCC3)c(=O)n2c1,-0.7,-2,-9,2,5,-25,-28,8,16,-16,0.2
Nc1ccc(N2CCOCC2)c(S(=O)(=O)Nc2cc(Cl)ccc2Cl)c1,0.6,6,17,16,3,20,-7,14,27,8,0.2
O=C(N/N=C/c1ccccc1)C(O)c1ccccc1 (centres undefined),1.0,13,-15,-6,3,5,5,6,18,-3,-0.1

# Of the compounds above, these have a thiophene ring, fused or not.
SMILES,hiPSC survival,MITF TRPM1 inh,CF NFkB block,Shn3 inh set2,NR2E3 ag-1,TWEAK Fn14 block,NR2E3 ag-2,HIF-2a inh,Peg3 prom inh,KKLEB tox,aDG glyco up
C[C@@H]1CN([C@H](C)CO)C(=O)c2cc(NS(=O)(=O)c3cccs3)ccc2O[C@H]1CN(C)Cc1ccccc1,4.0,8,-14,5,.,-6,-2,3,-43,-5,-0.1
C/C(=N\NC(=O)c1ccncc1)c1cccs1,-0.4,-12,4,-14,3,-3,-2,-79,-52,-2,-0.3

# Carrying on:
SMILES,hiPSC survival,MITF TRPM1 inh,CF NFkB block,Shn3 inh set2,NR2E3 ag-1,TWEAK Fn14 block,NR2E3 ag-2,HIF-2a inh,Peg3 prom inh,KKLEB tox,aDG glyco up
NS(=O)(=O)c1ccc(NC(=O)COC(=O)C2CC(=O)N(Cc3ccccc3)C2)cc1 (centres undefined),-1.0,0,-1,5,-1,7,-15,8,10,5,-0.2
O=[N+]([O-])c1ccc2nc(-c3ccccc3)cc(-c3ccccc3)c2c1,-1.7,-3,35,12,0,-18,-35,-5,13,-36,-0.3
CCOc1ccc(C(=O)Nc2ccc(C(=O)N3CCOCC3)cc2)c(OCC)c1,0.2,6,-3,3,0,-38,-9,11,-1,-2,0.3
CC(C)N1CC2(CC(c3ccccc3F)=NO2)CN1C(=O)c1ccc(C(C)(C)C)cc1 (centres undefined),-1.2,.,-1,-53,.,-6,-10,-130,-177,-16,0.3
Cc1cc(C(=O)N[C@@H](c2ccccc2)[C@]2(C)C[C@H]2[C@@H](C)C(=O)Nc2ccc3ccccc3c2)no1,-2.4,7,-13,8,-1,-3,7,19,1,9,-0.2
COc1cc2c(=O)n(CC3CCCO3)c(=O)n(CC(=O)Nc3ccccc3)c2cc1OC (centres undefined),-0.6,0,16,5,4,-7,-19,-4,14,-12,-0.2
COc1ccc(OC)c(NC(=O)Cc2csc(NC(=O)Nc3ccccc3OC)n2)c1,0.0,-9,-9,3,0,21,15,-6,54*,-16,-0.4
Cc1ccc(C(=O)Nc2cccc(C(=O)N3CCN(C)CC3)c2)cc1,-1.6,-26,-18,-35,4,-13,-40,-60,-110,7,1.1
CN(Cc1ccccc1)C(=O)c1oc(=O)c2ccccc2c1-c1ccccc1,2.2,1,20,5,0,3,11,17,26,-1,-0.1
CN1C(=O)N(C)C2(c3ccccc3)N(C(C)(C)C)C(=O)NC12c1ccccc1 (centres undefined),-1.0,-14,14,2,-1,-13,-21,21,-73,1,-0.1
CCOC(=O)C1=CC[C@@H](c2ccccc2C(F)(F)F)N(S(=O)(=O)c2ccc(C)cc2)[C@H]1c1ccc(C#N)cc1,4.7,.,1,-18,.,0,6,8,8,-10,-0.3
O=C1CSC(c2ccccn2)N1c1ccc(F)cc1F (centres undefined),-0.7,-2,8,-11,0,6,-13,15,14,-14,-0.1
CC1CCCC(NC(=O)CN2C(=O)COc3ccccc32)C1C (centres undefined),-0.3,-4,-2,-19,2,-5,14,-2,0,-6,-0.1
Cc1ccc(NC2=CC(=O)C(=O)c3ccccc32)c(C)c1,-0.3,.,77*,37,8,75*,-20,-37,42,-4,6.5*
Cn1c(C(=O)N2CCC(C(N)=O)CC2)cc2cc(Cl)ccc21,0.0,8,13,11,5,-17,-28,4,-1,-3,-0.1
Cn1c(=O)c2sccc2n(CC(=O)NCCC2=CCCCC2)c1=O,-0.5,-2,8,17,2,5,21,4,8,1,0.0
O=C(COc1ccc(S(=O)(=O)Nc2cccc(C(F)(F)F)c2)cc1)N1CCOCC1,0.0,-5,-9,13,1,11,-21,12,8,8,0.3
CS(=O)c1ccc(-n2c(=O)n(Cc3ccccc3)c(=O)c3[nH]cnc32)cc1 (centres undefined),0.2,-14,9,22,-2,13,-10,12,17,5,0.3
Cc1ccc2c(c1)C1NC(=S)NC(C)(O2)C1C(=O)Nc1ccc(Cl)cc1 (centres undefined),0.4,11,-5,22,1,3,-34,35,10,1,-0.3
CCOC(=O)CNC(=O)c1ccccc1Br,-2.6,-9,-17,-2,1,-8,-24,-34,-16,3,-0.4
C=CCNC(=O)C1CC2c3ccccc3C1c1ccccc12 (centres undefined),-0.5,-5,-18,-9,3,-6,-23,15,10,0,-0.1
CCCCCCn1c(N2CCC(C(N)=O)CC2)nc2c1c(=O)[nH]c(=O)n2C,6.0,3,12,-23,3,-22,5,12,7,-2,0.1
COc1cc(/C=N/NC(=O)[C@H](Cc2c[nH]c3ccccc23)NC(=O)OCC(C)C)cc([N+](=O)[O-])c1O,0.1,2,-6,-4,6,-43,5,20,9,3,-0.2
CCC1(C)Cc2ccccc2-c2nc[nH]c(=O)c21 (centres undefined),0.2,17,-7,14,-1,31,-4,11,-1,-6,0.1
O=C(COC(=O)CCc1ccc(S(=O)(=O)N2CCCCC2)cc1)Nc1ccc2c(c1)OCO2,0.1,2,-13,14,0,7,-17,-8,-13,16,-0.3
COc1ccc(CN(C)C[C@H]2OCCCC[C@@H](C)Oc3ccc(NS(C)(=O)=O)cc3C(=O)N([C@H](C)CO)C[C@@H]2C)cc1,-1.8,.,-6,9,.,5,-23,4,-18,3,0.0
CCOC(=O)c1ccc(-n2c(C)nc3c(cnn3-c3ccc(Cl)cc3)c2=O)cc1,4.8,3,-4,43,1,26,-10,23,21,9,0.7
c1ccc(CSc2nnc(SCc3ccccn3)s2)nc1,1.0,-100,12,-13,2,-18,-66,-190,-87,-8,0.0
CCOC(=O)CNC(=O)c1sc(NC(=O)c2ccccc2F)nc1C,1.9,-39,14,-40,0,-18,-126,-153,-133,-4,-0.2

# Not a hit list (roughly 4.4% active in at least one column).
